GPR151 ag – activators of human GPR151, primary screen, cell-based, PathHunter beta-arrestin, luminescence; G-protein coupled receptor 151 (Homo sapiens), Q8TDV0; PathHunter beta-arrestin GPR151 cells; activation, % at 11.2 µM; hit rate 1% among 650,000; in the data active = activation above about 4.9%;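 note: 0% = median of compound wells and 100% = cells with positive control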
Target sequence (Q8TDV0 whole entry, looked up): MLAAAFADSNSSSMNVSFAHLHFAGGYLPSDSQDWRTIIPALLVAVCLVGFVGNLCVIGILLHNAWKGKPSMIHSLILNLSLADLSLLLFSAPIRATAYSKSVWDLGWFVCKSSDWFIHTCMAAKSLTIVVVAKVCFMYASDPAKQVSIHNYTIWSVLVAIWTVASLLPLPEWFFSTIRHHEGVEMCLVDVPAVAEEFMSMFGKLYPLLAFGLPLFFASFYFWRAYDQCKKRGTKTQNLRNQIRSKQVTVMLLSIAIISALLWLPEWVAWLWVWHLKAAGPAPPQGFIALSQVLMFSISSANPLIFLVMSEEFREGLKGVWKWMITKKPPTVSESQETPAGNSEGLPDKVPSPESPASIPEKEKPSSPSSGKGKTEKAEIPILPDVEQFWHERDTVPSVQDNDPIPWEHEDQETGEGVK
FBW7 act – FBW7 E3 ligase activators, primary screen, biochemical, AlphaScreen, human | AID 1259310, 2017 | hit rate 0.13% among 650,000 | AlphaScreen FBW7–phospho-cyclin E peptide binding, activator screen | normalized activity (activation), % at 26.1 µM; in the data active = normalized activity above about 1.9%;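 note: purified mutant Fbw7 with reduced substrate affinity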
MITF inh – MITF inhibitors, primary screen, biochemical, AlphaScreen, human; Microphthalmia-associated transcription factor (Homo sapiens), O75030; AlphaScreen MITF homodimerization, bead proximity signal; inhibition, % at 2.6 µM; hit rate 0.91% among 650,000; in the data active = inhibition above about 50%;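 note: 0% = vehicle wells with protein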
Target sequence (O75030 whole entry, looked up): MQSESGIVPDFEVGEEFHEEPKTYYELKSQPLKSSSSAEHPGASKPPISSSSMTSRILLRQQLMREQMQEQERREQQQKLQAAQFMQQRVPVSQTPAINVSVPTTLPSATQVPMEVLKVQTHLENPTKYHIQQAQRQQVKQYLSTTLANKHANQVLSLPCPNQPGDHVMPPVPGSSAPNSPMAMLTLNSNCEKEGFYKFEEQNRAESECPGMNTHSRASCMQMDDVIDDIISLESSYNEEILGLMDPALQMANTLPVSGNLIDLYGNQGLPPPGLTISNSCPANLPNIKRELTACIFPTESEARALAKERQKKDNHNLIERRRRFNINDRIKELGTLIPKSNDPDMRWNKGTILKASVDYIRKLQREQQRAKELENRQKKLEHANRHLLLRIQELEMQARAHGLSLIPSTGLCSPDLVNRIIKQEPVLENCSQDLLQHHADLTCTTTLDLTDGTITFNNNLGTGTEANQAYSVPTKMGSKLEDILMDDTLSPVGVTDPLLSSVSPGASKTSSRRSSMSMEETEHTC
TEAD-YAP block – TEAD-YAP interaction inhibition, primary screen, TEAD-YAP interaction inhibitor project, luminescence, HEK-TIYL cells. hit rate 1.4% among 640,000. TEAD-Gal4/YAP UAS-luciferase luminescence. inhibition, % at 9.12 µM; in the data active = inhibition above about 32%;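 note: 0% = median of test compound wells and 100% = reference inhibitor wells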
Numbers without * were called inactive.

SMILES	GPR151 ag	FBW7 act	MITF inh	TEAD-YAP block
Cc1ccc(NC(=O)Cc2ccc3c(c2)CCC3)nc1	-0.7	0.1	10	-17
CCOC(=O)C1=C(c2ccccc2)N=c2s/c(=C\c3ccc(C)cc3)c(=O)n2C1c1ccccc1 (configuration not stated)	0.4	0.2	0	1
COc1ccc(C(=O)N(Cc2ccccc2)c2ccccn2)cc1[N+](=O)[O-]	-0.3	-0.1	2	-2
COCCNC(=O)C(=O)NCc1ccccc1	0.4	0.0	7	7
Cc1ccc(CSc2nc3ccsc3c(=O)n2C2CCCCC2)cc1	-0.5	-0.7	2	-7
Cc1cc(C)cc(N2CC34C=CC(O3)C(C(=O)OCC(=O)NC3CCCC3)C4C2=O)c1 (configuration not stated)	-0.4	0.1	8	-11
COc1ccccc1C(=O)N(c1ccc(C)cc1)S(=O)(=O)c1ccc(Cl)cc1	0.7	0.2	15	19
COc1ccc(/C=C(/NC(=O)c2ccccc2)C(=O)N2CC3(C)CC2CC(C)(C)C3)cc1 (configuration not stated)	-1.2	0.2	17	-1
OCc1ccccc1CNc1ccc(F)cc1	10*	0.0	2	5
COc1cc(-c2cnn3c(NCc4ccco4)ccnc23)cc(OC)c1OC	-0.8	-0.4	-5	-55
COc1ccc(Nc2ccc(-c3cc(OC)c(OC)c(OC)c3)cn2)cn1	-0.9	0.9	14	-2
O=C1NC(c2ccco2)Nc2ccccc21 (configuration not stated)	-0.3	0.6	15	-2
Cc1ccc(-c2cc(C(F)(F)F)n3ncc(C(=O)N4CCN(C)CC4)c3n2)cc1	0.1	0.2	16	-8
O=C(Cn1nnc2c(cnn2-c2ccc(F)cc2)c1=O)Nc1ccccc1N1CCOCC1	-0.9	0.0	14	5
Cc1c(C(=O)Nc2sc3c(c2C(N)=O)CCCC3)cccc1[N+](=O)[O-]	0.6	0.4	9	1
CCN(CC)C(=O)Cn1nc2c3c(C)c(C)sc3nc(C3CC3)n2c1=O	-0.4	-0.1	1	4
FC(F)(F)c1ccc(Cn2cnc3c(NC4CCN(Cc5ccccc5)CC4)nc(NCCN4CCOCC4)nc32)cc1	0.1	-0.2	1	17
Cc1nc2ccccc2c2oc(C(=O)N3CCC(C)CC3)cc12	1.4	0.2	13	-7
O=C(CCSc1ccc(F)cc1)N1CCN(c2ccccc2)CC1	0.5	0.0	-8	-61
COc1ccccc1CNC(=O)Cn1ncc2c1-c1cc(C)ccc1OC2	1.2	-0.2	-3	3
O=C1CN(C(=O)CCc2nnc(C3(c4ccc(Cl)cc4)CCC3)o2)CCN1	1.7	0.0	-4	-5
FC(F)(F)c1cc(-c2ccc3ccccc3c2)nn1C(=S)N1CCOCC1	1.5	0.1	-1	11
O=C(c1cc(F)c(F)cc1Cl)N1CCOCC1	-0.5	0.0	7	0
CCOC(=O)C(C)Oc1ccc2c(=O)c(Oc3cccc(OC)c3)coc2c1 (configuration not stated)	11*	0.3	4	-3
COc1cc(-c2cnn3c(NCc4ccc(F)cc4)ccnc23)cc(OC)c1OC	-0.6	-0.2	-9	-16
Cc1c(Cl)cccc1Nc1nc(-c2ccc(Cl)cc2)nc2ccccc12	0.0	0.0	-16	-1
c1ccc2c(OCCCN3CCCCC3)cccc2c1	-1.2	-0.1	6	13
N#C/C(=C/c1ccco1)c1nc(-c2ccc(-c3ccccc3)cc2)cs1	-1.2	-0.1	2	-3
COc1ccc(NC(=O)C2(N(C(=O)Cn3nnnc3N)c3cccc(Cl)c3)CCCCC2)cc1	-0.3	-0.1	-1	3
O=C(Nc1ccc2c(c1)OCO2)c1cc(Nc2ccc(N3CCOCC3)cc2)nc2ccccc12	2.2	0.1	14	-11
COc1ccc(CNC(=O)Cn2nc(C(F)(F)F)c3c2CCCC3)cc1	-0.6	-0.2	0	0
Cc1ccc(C)c(NC(=O)c2cc(S(=O)(=O)N3CCc4ccccc4C3)ccc2F)c1	-0.6	-0.2	6	10
CCn1c(CSc2nnc3ccccn23)nc2cc(S(=O)(=O)N(C)C)ccc21	0.3	0.2	0	-2
CCOC(=O)C(C)Sc1nnc(-c2c[nH]c3ccccc23)n1-c1ccc(F)cc1 (configuration not stated)	0.5	0.7	12	-4
COc1ccccc1OCC(=O)Nc1sc(SC)nc1-c1ccccc1	-2.0	0.6	12	-11
O=C(NCCc1ccccc1)c1cccc(-n2c(=S)[nH]c3cc(Cl)ccc3c2=O)c1	0.6	0.3	-6	6
COc1ccccc1CNC1C2CC3CC(C2)CC1C3 (configuration not stated)	1.1	-0.2	21	-2
COc1cc(-c2nnc(-c3cc4cc(Cl)ccc4oc3=O)o2)cc(OC)c1OC	0.4	0.5	18	4
CC1(CSc2ccccc2C(=O)OCc2cccc3ccccc23)NC(=O)NC1=O (configuration not stated)	-0.9	0.7	15	-9
O=[N+]([O-])c1ccc(O)c(/C=N/Nc2ncc(Cl)cc2Cl)c1	-1.7	0.1	15	6
COc1cccc2ccc(CN3CCN(CCc4ccccc4)C(CCO)C3)nc12 (configuration not stated)	1.8	-0.2	-3	-5
COc1cccc(-n2sc3c(c2=S)-c2cc(C)c(C)cc2NC3(C)C)c1	0.9	-0.2	8	1
O=Cc1cc(Br)c(OC(=O)N2CCOCC2)c(Br)c1	3.3	0.3	-1	-3
CC(Sc1nc2c(c(=O)n(C)c(=O)n2C)n1Cc1cccc(C(F)(F)F)c1)C(=O)O (configuration not stated)	-0.6	-0.2	4	-14
COc1ccc(C(=O)NCc2nc(-c3ccc(C)cc3)no2)cc1OC	-1.6	0.3	5	10
COc1ccccc1CNC(=O)c1ccc2c(=O)n(-c3ccc(OC)c(OC)c3)c(=S)[nH]c2c1	0.0	0.0	-5	-4
O=C(NCc1cccc(CNC(=O)C(=O)NCC2CCCO2)c1)C(=O)NCC1CCCO1 (configuration not stated)	-0.4	0.0	0	8
CN(c1ccccc1)c1ccc(C2NN=C(c3ccccc3)S2)cc1 (configuration not stated)	-1.9	2.1*	-34	-1
O=C(COc1ccc(Cl)cc1)Nc1ccnn1Cc1ccccc1	1.6	0.1	1	0
CC(C)(C)c1ccc(C(=O)N2CCN(c3ccc([N+](=O)[O-])cc3)CC2)cc1	0.2	-0.2	15	1

A few values from the list.
COc1ccccc1CNC1C2CC3CC(C2)CC1C3 (configuration not stated) | MITF inh = 21
Cc1ccc(C)c(NC(=O)c2cc(S(=O)(=O)N3CCc4ccccc4C3)ccc2F)c1 | MITF inh = 6

New compounds follow:
SMILES	GPR151 ag	FBW7 act	MITF inh	TEAD-YAP block
O=C1NC(=S)N/C1=C/c1cc2c(cc1Cl)OCO2	0.8	0.2	15	5
Cc1onc(-c2c(Cl)cccc2Cl)c1C(=O)NC(C)C	-0.5	0.1	10	3
Nc1nc2ccccc2n1CCOc1ccc(Cl)cc1Cl	-0.6	0.0	-9	2
COc1ccc(Br)cc1C1C(C#N)=C(N)Oc2cc3c(cc21)OCO3 (configuration not stated)	-0.2	0.0	-14	47*
Cc1ccc(C(=O)CCC(=O)N2CCN(c3ccc(F)cc3)CC2)cc1	0.0	0.8	23	-6
O=C(CCc1ccccc1)NCc1ccncc1	-0.8	0.1	2	-6
CC(C)(C)n1nc2c(c1NC(=O)c1cccc3ccccc13)CSC2	0.9	0.1	-15	-8
COc1ccc(-c2n[nH]c(=S)n2-c2ccccc2C)cc1	-0.5	0.3	8	11
COc1ccc(-c2[nH]c(C3CC=CCC3)nc2-c2ccccc2)cc1 (configuration not stated)	-1.1	-0.1	20	4
COc1ccc(Cc2nnnn2CC(=O)O)cc1	-0.3	-0.3	-7	-11
CC(C)COC(=O)c1ccccc1OC(=O)c1ccncc1	0.4	0.0	12	8
COCCn1nnnc1C(c1ccc(C#N)cc1)N1CCN(C2CCCCC2)CC1 (configuration not stated)	-0.3	-0.1	-6	4
CCC(=O)Nc1nc(C)c(-c2csc(Nc3ccc(O)cc3)n2)s1	-1.0	-0.2	6	12
CCc1ccc(NC(=O)[C@H](CCS(C)(=O)=O)N2Cc3ccccc3C2=O)cc1	0.3	-0.1	2	4
COCCCNC(=O)c1cc(Sc2ccc(Cl)cc2)nc2ccccc12	-1.2	-0.1	7	14
COc1ccc(-n2nc([N+](=O)[O-])c(=Nc3ccc(F)c(Cl)c3)n2O)cc1	-0.7	0.3	10	-3
CCCCNCCOCCOc1ccccc1Cl	-0.2	0.1	13	7
Cc1nn(-c2ccccc2)c(Cl)c1C1CC(=O)Nc2c1ccc1ccccc21 (configuration not stated)	2.8	0.2	21	8
O=C(CCCN1C(=O)/C(=C/c2cccs2)SC1=S)Nc1cccc(O)c1	0.3	-0.1	16	15
CCOc1ccc(C2C(C(=O)OC3CCCC3)=C(C)NC3=C2C(=O)CC(C)(C)C3)cc1OC (configuration not stated)	-1.2	0.5	15	0
COc1ccc(/C=C/C(=O)Nc2ncc(Cc3cccc(C(F)(F)F)c3)s2)cc1	0.6	-0.1	10	8
O=C(Nc1ccc(Cc2ccncc2)cc1)c1ccc(Cl)c([N+](=O)[O-])c1	-0.7	-0.3	2	17
CCCC(=O)Nc1ccc(NC(=O)c2cccc(Br)c2)cc1	-1.8	0.1	24	-4
COc1ccc(C2=C(C(C)=O)Sc3nncn3N2C(C)=O)cc1OC	-0.4	-1.1	10	-3
O=C1CCCN1C(=O)CSc1nnc(-c2ccc(Cl)cc2)n1Cc1ccccc1	4.5	0.1	10	2

Full records as entered above. Values in the order: GPR151 ag | FBW7 act | MITF inh | TEAD-YAP block
Nc1nc2ccccc2n1CCOc1ccc(Cl)cc1Cl is listed as -0.6 | 0.0 | -9 | 2
O=C(CCCN1C(=O)/C(=C/c2cccs2)SC1=S)Nc1cccc(O)c1 is listed as 0.3 | -0.1 | 16 | 15
Cc1onc(-c2c(Cl)cccc2Cl)c1C(=O)NC(C)C is listed as -0.5 | 0.1 | 10 | 3
CCOc1ccc(C2C(C(=O)OC3CCCC3)=C(C)NC3=C2C(=O)CC(C)(C)C3)cc1OC (configuration not stated) is listed as -1.2 | 0.5 | 15 | 0
O=C(CCc1ccccc1)NCc1ccncc1 is listed as -0.8 | 0.1 | 2 | -6

The list continues:
SMILES	GPR151 ag	FBW7 act	MITF inh	TEAD-YAP block
Brc1ccc(-c2nn(-c3ccccc3)cc2-c2nc3ccccc3[nH]2)cc1	-0.3	0.1	6	3
COc1ccc2[nH]cc(CCNS(=O)(=O)c3ccc(-n4cnnn4)c(OC)c3)c2c1	-0.4	-0.3	8	7
Cc1cccc(NC(=O)CC(NCCO)C(=O)O)c1C (configuration not stated)	1.1	0.0	-3	5
CCc1ccc(NC(=S)c2c(-c3ccc(Cl)cc3)c3c4n(c(CNc5ccc(Cl)cc5)nn24)CCCC3)cc1	0.0	0.3	11	5
Cc1cccc(C(=O)OCCN2CCN(C3=NS(=O)(=O)c4ccccc43)CC2)c1	-0.7	-0.1	2	-2
CC(C)N(C(C)C)S(=O)(=O)c1ccc(NCCc2ccc(S(N)(=O)=O)cc2)nc1	-1.8	-0.1	-6	0
CN(C)c1ccc(C2C(C(=O)c3cccs3)=C(O)C(=O)N2Cc2cccnc2)cc1 (configuration not stated)	-1.9	-0.1	-2	1
CCOC(=O)c1ccc(CN(Cc2ccccc2C)S(=O)(=O)c2cccc(Cl)c2)cc1	0.8	0.0	-4	-8
CCCCCCNC(=O)c1ccc(OC)c([N+](=O)[O-])c1	-1.0	1.8	15	19
Cc1cccc(OCc2nc(-c3ccc(OCC(N)=O)cc3)no2)c1C	-1.3	-0.1	7	4
O=C(O)CN1C(=O)/C(=C\c2ccc([N+](=O)[O-])cc2)SC1=S	0.8	0.0	1	7
COc1ccc(CNC(=O)CCSCc2cccc(Cl)c2)cc1	1.0	0.2	5	1
O=C(CCN1Cc2ccccc2OC(c2ccccc2F)C1)N1CCC(CO)CC1 (configuration not stated)	0.6	0.0	-9	-1
Cn1cc(S(=O)(=O)NCC2CCCO2)c(=O)n(C)c1=O (configuration not stated)	0.3	0.1	-5	0
CC(=O)NC1=NN(C(C)=O)C(C)S1 (configuration not stated)	2.0	0.1	-3	-1
O=C1OC(c2cc(F)c(F)cc2Cl)=N/C1=C\c1ccc(I)cc1	-0.4	-0.2	3	1
COc1cccc(CC(=O)NCCNc2nc3cc4c(cc3cc2C#N)OCO4)c1	-1.0	-0.1	-8	-4
C=CCNc1cc(-c2cc(Cl)cc(Cl)c2)ncn1	0.8	0.0	14	-23
CCC(=O)NCCc1nc2ccccc2n1Cc1ccccc1C	1.2	0.1	-4	-7
COc1cc(SC)ccc1C(=O)N1CCN(c2ccc([N+](=O)[O-])cc2)CC1	1.6	0.1	13	7
CCC(C(=O)Nc1c2c(nn1-c1ccccc1C)CS(=O)(=O)C2)c1ccccc1 (configuration not stated)	1.5	-0.1	-5	-5
Cc1ccccc1NCC(=O)N/N=C/c1c(C)c(C(=O)c2ccncc2)n2ccccc12	2.8	0.1	6	6
Nn1c(SCC(=O)Nc2ccc(OC(F)F)cc2)nnc1C1CC1	-1.5	-0.1	8	-5
COC(=O)NNS(=O)(=O)c1ccc(Br)cc1	0.1	-0.1	1	8
